Screening data from PubChem.
D1 PAM: potentiators of human D1 dopamine receptor; potentiation, % at 10 µM; P21728; 360,000 compounds, 0.036% hits; AID 504651; HEK293 TREx D1 cells, calcium flux, dopamine EC20 potentiation; in the data active = potentiation above about 30%; note: 0% is about no effect
Target sequence (P21728 whole entry, looked up): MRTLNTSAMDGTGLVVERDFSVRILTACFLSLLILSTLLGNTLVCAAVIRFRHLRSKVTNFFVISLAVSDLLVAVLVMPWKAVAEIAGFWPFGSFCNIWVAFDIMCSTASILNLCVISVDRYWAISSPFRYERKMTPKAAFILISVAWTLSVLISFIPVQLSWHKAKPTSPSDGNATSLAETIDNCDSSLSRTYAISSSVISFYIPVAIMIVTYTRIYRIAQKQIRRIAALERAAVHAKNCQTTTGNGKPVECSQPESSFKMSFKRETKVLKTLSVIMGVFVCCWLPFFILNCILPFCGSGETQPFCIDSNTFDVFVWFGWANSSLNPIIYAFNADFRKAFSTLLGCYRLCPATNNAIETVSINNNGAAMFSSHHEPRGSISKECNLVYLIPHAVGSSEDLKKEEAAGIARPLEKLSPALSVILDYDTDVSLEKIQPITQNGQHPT
RXFP1 antag: antagonists of human relaxin receptor RXFP1; Q9HBX9; HEK293-RXFP1, relaxin-stimulated cAMP HTRF, 30 min; hits give low values; activity change, negative = inhibition, % at 57.5 µM; 350,000 compounds, 0.59% hits; AID 1259400;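 active = activity change of -60% or lower, but not beyond a set lower limit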; note: % is set by controls: 0 for no effect and ±100 for the full control effect
D2 potentiator: D2 dopamine receptor (human) potentiation; P14416; HEK293 T-REx D2, calcium flux, EC20 dopamine potentiation; potentiation, % at 10 µM; 340,000 compounds, 0.34% hits; AID 485347;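 active = potentiation over 3 SD above the plate norm, cut at about 30% in these data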; note: 0% is about no effect
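Primary screen. Calcium kinetics in induced HEK293 T-REx D2 cells: compound pre-addition 180 s, EC20 dopamine, 180 s more.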
TRHR ag: activates the human TRH receptor. activation, % at 2 µM. TRHR cells, calcium flux fluo-8, FDSS agonist mode. AID 493084. 360,000 compounds, 0.18% hits; note: 0% is about no effect
Target sequence (P34981 whole entry, looked up): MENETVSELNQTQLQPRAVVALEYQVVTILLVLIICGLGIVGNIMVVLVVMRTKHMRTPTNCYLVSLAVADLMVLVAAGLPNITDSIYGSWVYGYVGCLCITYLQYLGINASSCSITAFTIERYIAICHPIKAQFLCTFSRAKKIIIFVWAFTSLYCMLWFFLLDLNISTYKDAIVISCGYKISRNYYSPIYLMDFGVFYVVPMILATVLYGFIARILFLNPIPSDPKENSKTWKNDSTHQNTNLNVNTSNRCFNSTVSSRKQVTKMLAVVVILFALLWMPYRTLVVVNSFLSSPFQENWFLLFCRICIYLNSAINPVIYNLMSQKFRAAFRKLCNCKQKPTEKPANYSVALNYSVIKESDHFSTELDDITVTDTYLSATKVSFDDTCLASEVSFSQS
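TRHR-expressing cells loaded with fluo-8 calcium dye; 23 nL library compound pin-transferred, kinetic FDSS fluorescence (Ex 480/Em 530) recorded about 180 s for agonist-induced calcium release, before a 10 nM TRH EC20 addition for potentiator mode.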
D1 antag: antagonists of human D1 dopamine receptor; HEK293 TREx D1 cells, calcium flux, dopamine EC80; hits give low values; P21728; 360,000 compounds, 3.2% hits; activity change, negative = inhibition, % at 10 µM; in the data active = activity change below about -30%; note: % is set by controls: 0 for no effect and ±100 for the full control effect
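HEK293 T-REx cells expressing inducible, force-coupled D1 receptor; no-wash Ca dye, 30–90 min RT. Cmpd → 180 s read at 1 Hz → EC80 DA → 180 s read.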
D2 agonist: agonists of human D2 dopamine receptor. P14416. HEK293 T-REx D2 cells, calcium flux agonist mode. activation, % at 2 µM. 340,000 compounds, 0.53% hits. AID 485358;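 active = activation over 3 SD above normal in the single-dose calcium agonist read, cut at about 30% in these data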; note: 0% is about no effect
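Calcium-flux readout, 1 cycle/sec over 180 s following compound pin transfer, in inducible HEK293 Trex D2 cells (force-coupled); dopamine controls included. Positive calcium responses during this window marked compounds as potential agonists.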
D1 agonist: activates the human D1 dopamine receptor; P21728; HEK293 T-REx D1 cells, calcium flux, agonist mode; activation, % at 2 µM; 360,000 compounds, 1% hits; AID 504660; note: 0% is about no effect
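Tetracycline-induced HEK293 TREx D1 cells, force-coupled to calcium signalling, were dye-loaded with a no-wash calcium kit. Compound was pin-added after a 10 s baseline. Fluorescence was read kinetically at 1 cycle/s for 180 s, with calcium rises flagged as agonism.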
D2 antagonist: antagonizes the human D2 dopamine receptor. P14416. HEK293 TREx D2 cells, calcium flux, dopamine EC80. inhibition, % at 10 µM. 340,000 compounds, 2% hits. AID 485344; in the data active = inhibition above about 30%; note: 0% is about no effect
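Antagonism is scored as inhibition of an EC80 dopamine-evoked calcium signal in a force-coupled, tetracycline-inducible HEK293 T-REx D2 line, with compound present 180 s before agonist.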
TRHR PAM: allosteric enhancers of human TRH receptor. enhancement, % at 2 µM. 360,000 compounds, 0.66% hits. TRHR cells, fluo-8 calcium fluorescence, EC20 TRH enhancement. P34981; in the data active = enhancement above about 30%; note: 0% is about no effect
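TRHR-expressing cells loaded with fluo-8 calcium dye were read kinetically (ex 480/em 530) during compound addition, then stimulated with an EC20 of TRH (10 nM final). Enhancement of the Gq-mediated intracellular calcium response was scored.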
The depositor's hits bear a star; · = not tested or not shown; & = joins results of further samples; ! = not confirmed by another sample. Cut-off read from the data, not from the text of the source, unless noted: active = activation above about 30%; inactive = the rest.

SMILES	D1 PAM	RXFP1 antag	D2 potentiator	TRHR ag	D1 antag	D2 agonist	D1 agonist	D2 antagonist	TRHR PAM
COC(=O)c1[nH]c(C)c(/C(O)=C2\C(=O)C(=O)N(CCN(C)C)C2c2ccc(OC)cc2)c1C (stereo not drawn)	0	·	11	1.2	-7	8.4	2	-11	-8
Cc1cc2c(c(=O)n1C1CC1)C(c1cccc(Cl)c1)C(C#N)=C(N)O2 (stereo not drawn)	-2	3	-8	-0.1	20	0.1	1	20	-2
Cc1ccsc1/C=N/Nc1nc2ccccc2[nH]1	-7	-29	-4	-0.3	-21	-1.0	-2	-6	19
CC(=O)N1[C@H](Cc2ccccc2)C=C[C@]1(C)C(=O)NCCN1CCOCC1	-4	·	-1	0.7	5	2.6	2	9	-2
CCOC(=O)Cc1csc(NS(=O)(=O)c2cccc([N+](=O)[O-])c2)n1	0	-2	2	0.3	-1	0.4	2	-15	36*
CC(=O)Nc1nnc(CCS(=O)(=O)c2ccc(Cl)cc2)s1	2	-11	-1	-0.5	-4	-0.2	-2	-12	-3
Cc1cc(C)c(NC(=O)Cc2csc(C)n2)c(Cl)c1	-1	10	-3	0.2	12	0.0	0	·	-1
Cc1cc(OCC(=O)NCc2cccnc2)c2c(C)c(C)c(=O)oc2c1	0	19	3	0.3	-6	-0.8	2	10	4
O=C(Nc1ccc(F)cc1)c1ccc(-n2ccnc2)nc1	-5	-7	1	1.2	17	-0.6	2	-10	11
C=CCS/C(N)=N\N=C\c1c(O)ccc2ccccc12	2	-13	-2	-0.2	-18	-0.7	1	-7	1
O=C1OCCN1C(=O)[C@H]1[C@H](c2ccc(F)cc2)C(c2ccc(F)cc2)=NN1c1ccccc1	4	·	-1	-0.5	-10	-0.3	10	0	8
CC(C)C(c1nnnn1Cc1ccc2c(c1)OCO2)N1CCN(C)CC1 (stereo not drawn)	-5	0	30	0.7	0	0.4	-1	5	3
COc1ccc(-c2cn3c(n2)sc2cc(C(=O)NC4CCCc5ccccc54)ccc23)cc1 (stereo not drawn)	-1	6	-3	-0.7	-13	2.5	0	·	-3
Cc1nc(C)c(-c2ccc(SCC(=O)Nc3ccccc3)nn2)s1	3	-27	1	-0.3	-11	3.4	19	2	-1
NC(=O)[C@@H]1CC2(CC(c3cccc(NC(=O)CC(c4ccccc4)c4ccccc4)c3)=NO2)CN1C(=O)COc1ccc(Cl)cc1 (stereo partly drawn)	3	·	3	-1.1	-11	-0.9	11	8	-4
CCc1cccc(NC(=O)CC(c2ccc(OC)cc2)N2Cc3ccccc3C2=O)c1 (stereo not drawn)	-3	9	-6	0.8	-5	0.4	5	·	3
O=C(COc1ccc(NC(=O)c2ccccc2[N+](=O)[O-])cc1)c1ccc(F)cc1	-4	-20	-2	0.0	-11	0.4	4	-13	-2
O=C1S/C(=C\c2ccccc2)C(=O)N1CC(O)Cn1c2ccccc2c2ccccc21 (stereo not drawn)	9	-10	7	0.6	13	0.3	3	-6	-10
O=C(CSc1cccc[n+]1[O-])Nc1ccc(C(F)(F)F)cc1[N+](=O)[O-]	0	11	0	-0.2	-2	0.7	1	-7	-5
COC(=O)Cn1cnc2c(cnn2-c2ccc(OC)cc2)c1=O	-5	8	12	0.6	-18	0.8	3	-6	-5
CCC(=O)NCCc1nc2cc(NC(=O)c3cccc(Br)c3)ccc2n1C	-1	1	-4	-0.1	2	-0.2	3	·	-6
CCN(C(=O)COc1cc(OC)ccc1C(C)=O)C1CCS(=O)(=O)C1 (stereo not drawn)	-1	-5	-15	0.1	10	0.8	0	-4	-6
CC1CCN(C(=O)COc2ccc(S(=O)(=O)N3CCCC3)cc2)CC1	-5	11	·	0.3	2	-3.0	0	2	16
COc1ccc(-c2cc3nc(C)c(CCC(=O)N4CCN(c5ccccc5F)CC4)c(C)n3n2)c(OC)c1	3	·	-1	0.1	12	-0.3	1	·	-2
CCc1ccc(NC(=O)C2=CC(c3cccs3)=NS(=O)(=O)N2C)cc1	-6&1	-7&-27	-1&9	-0.2&-0.3	-1&-12	0.6&1.4	6&4	-2	0&-1
C[C@@H]1C[C@@H]2OC(=O)[C@]3(C)[C@H]2[C@@H](OC3(C)O)[C@]2(C)C(=O)C=C[C@H]12 (stereo partly drawn)	-6	·	23	-0.6	-37*	0.2	5	-13	0
CCOC(=O)NC(=O)CSc1nc2ccc(C)cc2[nH]1	0	11	-3	-1.3	-17	0.9	0	-7	-9
Nc1ccc2nn(-c3cc([N+](=O)[O-])ccc3O)nc2c1	-4	-1	0	-0.9	2	·	0	·	6
Cc1ccc(C(=O)NCCCNC(=O)COc2ccc(Cl)c(C)c2)cn1	-2	-6	11	0.9	-40*	0.0	5	22	-1
COc1ccc2[nH]cc(CCNC(=O)Nc3ccccc3)c2c1	-7&0	-3&-2	-13&-12	4.2&2.5	-34*!	1.1&0.3	4&9	4	-5&-2
CCOC(=O)c1sc2ccc(S(=O)(=O)N3CCOCC3)cc2c1N	-3	-1	-3	-0.3	0	-0.4	1	-4	1
COCCN(C(=O)CNC(=O)c1ccco1)C(C(=O)NC1CCCCC1)c1cccnc1 (stereo not drawn)	-2	24	·	0.7	13	6.2	-1	-19	-1
COc1ccc(N2CCN(c3nc4ccccn4c(=O)c3C=O)CC2)cc1	8	4	-10	0.0	8	0.9	3	12	-1
COc1ccc(N2C(=O)CSC2c2cccc(F)c2)cc1 (stereo not drawn)	0	4	1	-0.6	-9	-0.6	4	1	5
Cc1ccc(S(=O)(=O)NCCc2nnc3ccc(SCc4ccccc4C)nn23)cc1	5	4	4	-0.7	4	-0.7	2	·	-4
COc1nc(C#N)nc(N(C)C)n1	-6	-3	-5	-0.1	-4	0.7	0	21	-4
Cc1ccc(Cl)cc1NC(=O)C1CCCN(c2cnccn2)C1 (stereo not drawn)	2&-2	5&-12	-1&-4	-0.9&-0.3	2&9	-0.2&-1.2	3&2	1	3&-3
Cc1[nH]n(C(N)=S)c(=O)c1N=Nc1cc(-c2ccc(Br)cc2)[nH]n1	-3	-9	2	0.7	-15	1.3	2	5	1
CC1C(=O)N2CCCc3cc(NC(=O)c4ccccc4F)cc1c32 (stereo not drawn)	-8	-21	2	-0.2	-8	0.1	2	-10	1
COCCCn1c(SCc2nnc(-c3ccccc3)o2)nc2sc3c(c2c1=O)CCC3	-6	-9	33*	-0.1	6	0.8	1	-3	14
CC(=O)c1sc(NC(=O)c2ccc(Cn3cc(Br)cn3)o2)nc1C	-6	-4	1	-0.8	-9	-0.3	2	2	-12
Cc1ccccc1-c1noc(CSc2nc(-c3ccc(F)cc3)cc(=O)[nH]2)n1	-6	-7	-7	-0.1	-5	·	0	·	16
CC1=CN2C(=NC(=O)CC2(C)C(=O)N(CC(=O)NC2CCCC2)Cc2ccccc2)C=C1 (stereo not drawn)	-10	-4	-2	-0.1	-3	-0.9	5	-13	1
NC(=O)c1ccc(Cn2c(C(=O)c3cc(Cl)c(N)c(Cl)c3)c3ccccc3[n+]2[O-])cc1	16	·	9	0.0	23	-0.3	10	-8	-1
COc1ccc(NC(=O)Cn2nnc(C(=O)NCc3ccc4c(c3)OCO4)c2N)c(OC)c1	-4	-3	-8	-1.1	-1	0.0	4	-3	-6
Cc1cc(=O)oc2c3c(cc(OCC(=O)NCc4ccccc4)c12)OC(C)(C)CC3	-6	·	-9	2.2	-32*	0.2	2	-1	-12
O=C(CN1C(=O)c2ccccc2S1(=O)=O)Nc1ccc(S(=O)(=O)Nc2ncccn2)cc1	3	-9	5	0.2	0	1.8	-1	-18	-2
O=[N+]([O-])c1cc(Cl)cc2c1nc(NCCO)c1ccccc12	-2	-6	-1	1.1	-28	1.3	9	-17	6
CCCn1c(C)cc(/C=C(\C#N)C(=O)OCC(=O)N(C)c2c(N)n(Cc3ccccc3)c(=O)[nH]c2=O)c1C	2	-6	-1	-0.1	6	-0.7	2	3	-4
COc1ccc(S(=O)(=O)N2CCN(C(=O)c3ccccn3)CC2)cc1	7	5	1	0.2	1	-0.1	1	-22	2
CCN(CC)C(=O)C1CCCN(C(=O)Nc2ccc3nsnc3c2)C1 (stereo not drawn)	4	-4	-8	-0.3	-16	1.0	1	-4	0
Cc1ccc(CN2C(=O)N/C(=C\c3cccn3-c3cccc(C(=O)O)c3)C2=O)cc1	-6	-9	3	-1.0	-15	0.0	3	3	6
O=C(CCCl)Nc1nnc(SCC(=O)NC2CCCC2)s1	-7	12	14	-0.1	-14	·	3	·	2
COc1cc(C2C(C#N)=C(C)NC3=C2C(=O)CC(C)(C)C3)ccc1OCCO (stereo not drawn)	2	-8	1	0.4	-11	-0.6	1	-15	2
Cc1ccc(CC2CC(=O)N(Cc3ccco3)C2=O)cc1 (stereo not drawn)	1	-12	7	0.0	4	-0.7	2	6	-3

Filtered by structure, the entries above with an aryl thioether with sulfur outside any ring
SMILES	D1 PAM	RXFP1 antag	D2 potentiator	TRHR ag	D1 antag	D2 agonist	D1 agonist	D2 antagonist	TRHR PAM
Cc1nc(C)c(-c2ccc(SCC(=O)Nc3ccccc3)nn2)s1	3	-27	1	-0.3	-11	3.4	19	2	-1
O=C(CSc1cccc[n+]1[O-])Nc1ccc(C(F)(F)F)cc1[N+](=O)[O-]	0	11	0	-0.2	-2	0.7	1	-7	-5
CCOC(=O)NC(=O)CSc1nc2ccc(C)cc2[nH]1	0	11	-3	-1.3	-17	0.9	0	-7	-9
Cc1ccc(S(=O)(=O)NCCc2nnc3ccc(SCc4ccccc4C)nn23)cc1	5	4	4	-0.7	4	-0.7	2	·	-4
COCCCn1c(SCc2nnc(-c3ccccc3)o2)nc2sc3c(c2c1=O)CCC3	-6	-9	33*	-0.1	6	0.8	1	-3	14
Cc1ccccc1-c1noc(CSc2nc(-c3ccc(F)cc3)cc(=O)[nH]2)n1	-6	-7	-7	-0.1	-5	·	0	·	16
O=C(CCCl)Nc1nnc(SCC(=O)NC2CCCC2)s1	-7	12	14	-0.1	-14	·	3	·	2

This is a random part of the collection; any-hit rate near 7.1%.
